From PubChem
NIH3T3 tox: kills NIH 3T3 cells; NIH 3T3 viability, CellTiter-Glo ATP luminescence, 48-72 h; Potency, µM (highest dose often 96.7 µM), without a hit: top-dose activity change, negative = cytotoxicity, most hits filed as inhibitors; actives 4.3% (n = 94,000); note: potency is the fitted concentration of half-maximal effect; nearly all actives have a fitted effect of over 55% in size
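Cells were seeded at 400 per well, treated with pin-transferred compound, and kept 48 or 72 hr at 37 °C before CellTiter-Glo addition and luminescence imaging of cellular ATP.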
GPT2 inh: GPT2 alanine aminotransferase inhibition | Q8TD30 | Recombinant GPT2, coupled pyruvate oxidase/HRP Amplex Red fluorescence | Potency, µM (highest dose often 57.7 µM), for inactives: at the highest dose activity change, negative = inhibition, most hits filed as inhibitors | actives 0.25% (n = 100,000) | AID 1671188; note: potency is the fitted concentration of half-maximal effect; nearly all actives have a fitted effect of over 60% in size; many of its hits are not listed in these tables
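Inhibition is scored from Amplex Red fluorescence generated when pyruvate oxidase and HRP act on pyruvate released by GPT2. Reactions contain 10ng/uL enzyme, 250uM a-KG and 2mM L-alanine and run 30 min at room temperature.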
IP6K1 inhibitor: IP6K1 kinase inhibition; activity change, % (series mostly up to about 58 µM); Q92551; actives 0.81% (n = 140,000); IP6K1 kinase, ADP-Glo luminescence, 2 h; active compounds read low; AID 1645851; in the data active = activity change below about -25%
Target sequence (Q92551 whole entry, looked up): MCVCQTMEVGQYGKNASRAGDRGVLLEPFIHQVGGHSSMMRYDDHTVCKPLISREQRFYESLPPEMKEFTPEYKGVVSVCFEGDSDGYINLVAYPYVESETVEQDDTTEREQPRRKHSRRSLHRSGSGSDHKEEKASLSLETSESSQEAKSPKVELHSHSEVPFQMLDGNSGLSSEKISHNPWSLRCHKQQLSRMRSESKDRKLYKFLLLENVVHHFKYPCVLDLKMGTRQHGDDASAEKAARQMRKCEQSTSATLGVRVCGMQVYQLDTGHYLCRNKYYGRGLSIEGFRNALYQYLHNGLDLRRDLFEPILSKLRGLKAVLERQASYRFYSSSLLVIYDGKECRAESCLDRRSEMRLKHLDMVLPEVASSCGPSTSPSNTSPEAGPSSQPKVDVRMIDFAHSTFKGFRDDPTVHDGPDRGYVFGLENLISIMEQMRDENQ
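ADP-Glo luminescence measures ADP made by human IP6K1 during a 2 h RT reaction with ATP/IP6 (mix at 1.3 mM/130 uM); top library doses 57.5 and 19.1 uM final.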
SNCA expr inhib: inhibitors of alpha-synuclein (SNCA) gene expression | Potency, µM (highest dose often 57.2 µM), inactives show at the top dose activity change, negative = inhibition, most hits filed as inhibitors | actives 0.17% (n = 140,000) | HEK-293 SNCA-luciferase knock-in, luminescence, 24 h;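 note: potency is the fitted concentration of half-maximal effect; plate controls were DMSO cells for no effect and cell-free wells for full effect; nearly all actives have a fitted effect of over 45% in size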
HEK cytotox: cytotoxic compounds in HEK 293 cells; HEK 293 viability, ATP luminescence (CellTiter-Glo), 48-72 h; Potency, µM (highest dose often 115 µM), for inactives: at the top dose activity change, negative = cytotoxicity, hits mostly inhibitors; actives 6.6% (n = 94,000); AID 1345083; note: potency is the fitted concentration of half-maximal effect; nearly all actives have a fitted effect of over 60% in size
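qHTS cytotoxicity; HEK 293, 250 cells/well; compound pinned; 48 or 72 hr, 37 degree Celsius, 5% CO2, 95% humidity; CellTiter-Glo, 10 min RT; luminescence (ATP).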
FLuc inh: blocks purified firefly luciferase enzyme activity; purified P. pyralis luciferase, luminescence, biochemical; Potency, µM (top dose mostly 115 µM), inactives show at the top dose activity change, negative = inhibition, actives largely listed as inhibitors; actives 2.5% (n = 76,000); AID 1347043; note: potency is the fitted concentration of half-maximal effect; nearly all actives have a fitted effect of over 65% in size
Target sequence (P08659 whole entry, looked up): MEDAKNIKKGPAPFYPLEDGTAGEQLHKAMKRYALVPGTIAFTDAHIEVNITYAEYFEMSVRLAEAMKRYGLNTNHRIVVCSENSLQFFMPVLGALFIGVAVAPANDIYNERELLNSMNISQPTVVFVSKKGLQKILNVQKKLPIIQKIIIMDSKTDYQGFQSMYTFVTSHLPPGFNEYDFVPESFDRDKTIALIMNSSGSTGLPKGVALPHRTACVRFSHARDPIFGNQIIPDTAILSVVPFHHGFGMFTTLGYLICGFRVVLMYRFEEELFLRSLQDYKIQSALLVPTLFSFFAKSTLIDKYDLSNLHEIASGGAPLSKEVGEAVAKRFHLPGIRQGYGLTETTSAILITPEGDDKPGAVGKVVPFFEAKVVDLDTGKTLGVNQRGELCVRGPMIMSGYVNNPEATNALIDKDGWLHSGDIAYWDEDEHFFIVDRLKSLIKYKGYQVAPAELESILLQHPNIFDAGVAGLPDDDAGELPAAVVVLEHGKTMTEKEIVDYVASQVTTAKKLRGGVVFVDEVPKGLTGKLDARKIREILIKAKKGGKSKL
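Luminescence read by CCD imager after adding enzyme (10nM final) to wells holding compound, titrated in qHTS. Substrates 10uM each D-luciferin and ATP; buffer 50mM Tris acetate pH 7.5, 10mM Mg acetate, Tween-20, BSA.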
SNCA viab count: reduces viability of HEK-293 SNCA reporter cells; HEK-293-SNCA-luc viability, GF-AFC fluorescence, 24 h; Potency, µM (doses to about 57.1 µM), for the others: at the highest dose activity change, negative = cytotoxicity, usual class: cytotoxic; actives 0.12% (n = 150,000);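 note: potency is the fitted concentration of half-maximal effect; 0% = DMSO-treated cells and -100% = medium-only wells without cells; nearly all actives have a fitted effect of over 30% in size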
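HEK-293-SNCA-luc cells (1500/well) plated 24 h, then exposed 24 h to a dilution series; GF-AFC added 30 min at 37C, fluorescence 405/540 nm; normalised to medium-only and DMSO wells, Hill fit.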
* = called active by the depositor; i = inactive; ? = inconclusive; . = not tested or not shown; [ ] = dose if it differs, or a comment. Unless noted, calls come from the whole dose curve; as a rule, active = well fitted curve in the direction sought with a large enough effect; inconclusive = small, poorly fitted or top-dose-only effect, or another doubt; inactive = no such curve, though single readings can be large; an effect the other way counts as inactive or inconclusive. Unless noted, % is set by controls: 0 for no effect and ±100 for the full control effect. An excerpt; rates above refer to the full screens.

SMILES	NIH3T3 tox	GPT2 inh	IP6K1 inhibitor	SNCA expr inhib	HEK cytotox	FLuc inh	SNCA viab count
O=C(NC1CC1)c1ccccc1OCC1CCCN(Cc2cn[nH]c2-c2ccc(F)cc2)C1 (configuration not stated)	-9.2%	-9.0%	-3.4	-12.9%	?	12.0%	?
O=C(NC1CCN(c2cc(-c3ccccc3)[nH]n2)CC1)c1ccccc1Cl	?	-23.2%	19.9	17.1%	?	?	0.8%
COc1cc(NC(=O)C2CCN(S(=O)(=O)c3c(C)noc3/C=C/c3ccccc3F)CC2)cc(OC)c1OC	.	.	0.7	?	.	.	-14.0%
O=C(N1CCCC1)N1CCN(c2ncnc3sccc23)CC(O)C1 (configuration not stated)	-6.9%	i	-1.5	-16.7%	-13.5%	8.5%	6.4%
O=C(c1ccc(F)cc1F)N1C[C@@H](CO)[C@H](c2nc(C3CC3)no2)C1	-10.1%	i	-10.6	4.8%	-14.3%	-4.1%	-3.5%
CC(C)CN(CCCNC(=O)Cn1ncc2c3ccccc3n(C)c2c1=O)CC(C)C	.	.	2.9	3.5%	.	.	-1.8%
CC(=O)Nc1ccc(/C=C/c2noc(-c3ccccc3O)n2)cc1	.	.	22.6	117.5%[activator]	.	.	14.0%
O=C(Cc1cccnc1)N1CCC2(CC1)CC(N1CCN(c3ccccn3)CC1)CCO2 (configuration not stated)	-23.9%	3.0%	17.9	-11.5%	?	.	-6.7%
Cc1ccc(C)c(NC(=O)Cn2c(=O)n(CCC(C)C)c(=O)c3cccnc32)c1	.	.	26.0	-11.3%	.	.	-4.4%
CCCCCNC(=O)c1cc(-c2cccc(F)c2)nc2c1cnn2C	?	.	9.6	.	?	.	.
CC(=O)Nc1ccc(CN2CCN3C(=O)N(C)C[C@H]3C2)cc1	4.9%[174 µM]	-8.7%[88.5 µM]	14.4	5.2%[87.6 µM]	-4.9%[172 µM]	-0.2%[172 µM]	-9.1%[87.6 µM]
COc1ccc(C(=O)N[C@H]2C[C@H]3C(=O)Nc4ccc(-c5ccsc5)cc4C(=O)N3C2)cc1	?	4.2%	-13.8	-12.1%	-24.0%	7.4%	-15.4%
COc1ccccc1CNC(=O)c1cc2c(s1)-c1ccc(Cl)cc1SC2	.	.	2.8	37.6%[activator]	.	.	12.5%
Cc1ccc(C)c(N2CCN(C(=O)CCS(=O)(=O)c3cc4c(cc3Cl)NC(=O)CO4)CC2)c1	.	.	-11.7	-11.0%	.	.	-3.6%
COCCOC(=O)Cn1nnc2sc(-c3ccccc3)cc2c1=O	.	.	8.6	5.1%	.	.	-0.8%
O=C(NCc1cccnc1)c1nc(-c2ccccc2)cc2[nH]ccc12	?	-4.1%[88.5 µM]	-7.6	-11.7%[87.6 µM]	89.1µM*	-8.5%[172 µM]	-5.1%[87.6 µM]
Cn1cccc1CN1CCC2(CC1)NC(=O)c1ccccc1O2	?	?	6.6	?	?	-3.5%[172 µM]	8.1%[87.6 µM]
N[C@H]1CN(S(=O)(=O)c2ccc(OC(F)F)cc2)C[C@@H]1C1CC1	1.3%	-9.7%	12.9	3.9%	i	-9.1%	2.9%
CCc1ccc(CNC(=O)CN2C(=O)CSc3ccc(S(=O)(=O)N4CCOCC4)cc32)cc1	.	.	-2.7	-0.9%	.	.	-0.9%
CN1CCN(Cc2nc(C3(O)CCN(CC4CC4)CC3)cs2)CC1	?	-0.7%[88.5 µM]	7.2	-22.4%[87.6 µM]	-22.4%[172 µM]	1.5%[172 µM]	-11.8%[87.6 µM]
Cc1cc(=O)n(CC(=O)Nc2ccc(C)c(F)c2)c(N(C)Cc2ccccc2)n1	?	-15.1%	-9.5	-2.2%	?	8.2%	0.8%
CN1C(=O)C(CC(=O)N2CCC(CO)CC2)(Cc2ccccc2)c2ccccc21 (configuration not stated)	-1.2%	1.9%[11.5 µM]	26.2	-3.0%	-0.2%	2.0%	0.9%
O=C1CCC2(CCCN(C(=O)c3ccnc(-n4cnnc4)c3)C2)CN1CC1CC1 (configuration not stated)	-2.1%	1.7%[11.5 µM]	3.6	-17.2%	i	7.5%	-4.4%
COc1ccccc1C(=O)OCc1cc(=O)n2c(C)csc2n1	.	.	15.7	22.1%	.	.	6.1%
CCCC(=O)N1CCN(C2CCN(CCC(C)C)C2=O)CC1 (configuration not stated)	-0.8%	4.1%	-1.1	-12.9%	i	-0.4%	3.7%
CCCNC(=O)CN1C(=O)NC(c2ccccc2OCC)C2=C1COC2=O (configuration not stated)	-5.2%	1.0%	-2.5	0.5%	6.7%	-4.9%	14.1%
CN(Cc1ccccc1)C1CCCc2ccccc21 (configuration not stated)	-21.0%[138 µM]	i	-6.0	5.4%[87.6 µM]	-21.7%[172 µM]	8.8%[172 µM]	6.3%[87.6 µM]
OC[C@@H]1CNC[C@H]1c1nc(C2CC2)no1	i	i	-8.6	0.5%	0.8%	-4.1%	0.7%
Cc1ccc(C2Cn3nnc(-c4noc(-c5cccc(N(C)C)c5)n4)c3CO2)cc1 (configuration not stated)	-2.1%	i	-11.0	6.1%	7.0%	-9.3%	-0.9%
C[C@@H]1CN(C(=O)c2ccc3c(c2)NC(C)(CCCCc2ccccc2)CO3)C[C@H](C)O1 (some centres not stated)	?	-16.1%[88.5 µM]	-10.8	-25.2%[87.6 µM]	?	2.0%[172 µM]	10.6%[87.6 µM]
O=C(C1CCCCC1)N1CC[C@H](c2nc3ccc(C(F)(F)F)cc3[nH]2)C1	?	-3.0%[88.5 µM]	11.1	9.8%[87.6 µM]	?	-5.3%[172 µM]	-1.8%[87.6 µM]
COC(=O)c1nc(NC(=O)Cn2nc3c(cc2=O)CCCC3)sc1C(C)C	-15.0%	i	-3.2	-18.1%	?	0.7%	-7.3%
CCOC(=O)c1cccc(NC(=O)CSc2nc3cc4ccccc4cc3[nH]2)c1	.	.	-22.9	-9.7%	.	.	-12.8%
CC(C)c1ccc(NC(=O)C2CCN(S(=O)(=O)c3cccc4nsnc34)CC2)cc1	.	.	-8.7	33.8%	.	.	4.4%
COc1ccc(Cl)cc1C(=O)N1CCC2(CC1)CC(O)CCO2 (configuration not stated)	i	-8.2%	0.0	16.8%	i	0.8%	-2.6%
O=C(Cc1c[nH]c2ccccc12)N[C@@H]1[C@@H]2CCO[C@@H]2[C@@H]1C1CCCC1	-16.6%	i	-2.2	?	-21.4%	1.2%	-3.4%
COCc1nc(CCNC(=O)NCC(C)C)no1	i	-6.2%	11.0	18.4%	-3.1%	-7.9%	-8.1%[12.5 µM]
CSc1cccc(NC(=O)N2C[C@H](c3nc(-c4ccncc4)no3)[C@@H](C)C2)c1	-22.7%	-5.1%	-6.6	-3.3%	?	-14.7%	-13.2%
Cc1cccc(-c2nc3ccc(C(=O)NCc4ccc(Cl)cc4)cc3o2)n1	-17.1%[138 µM]	-6.5%[88.5 µM]	8.5	72.7%[activator][87.6 µM]	-5.0%[172 µM]	.	2.2%[87.6 µM]
N#Cc1ccc(CNC(=O)[C@@H]2Cc3nc[nH]c3CN2CC2CCCCC2)cc1	-24.1%[174 µM]	-8.2%[88.5 µM]	-3.7	-9.3%[87.6 µM]	?	-0.8%[172 µM]	-12.2%[87.6 µM]
O=C1NC2(CCCN(Cc3ccccc3C(F)(F)F)C2)COc2ccccc21 (configuration not stated)	?	-5.7%	26.8	12.8%	?	-5.9%	10.8%
Cc1cccc(N2CCN(C(=O)c3noc(-c4ccc5c(c4)OCO5)n3)CC2)c1	?	-1.7%	3.3	46.2%[activator]	?	22.4µM*	11.2%
CCOC(=O)c1ccccc1NC(=O)CCc1c(C)nc2c(c1C)c(=O)n(C)c(=O)n2C	.	.	28.7	-27.9%	.	.	0.3%
CCOc1ccccc1C(=O)N1CCC2(CC1)CN(C(C)=O)CC2COC (configuration not stated)	i	-5.1%	5.1	-2.4%	i	-1.8%	16.1%
CCOc1ncccc1C(=O)N[C@H](c1cncc(OC)c1)C1CC(O)C1 (some centres not stated)	-4.1%	-11.5%	10.2	-20.8%	-1.7%	-4.1%	-2.6%
CCn1ncc(CN2CC[C@@H]3C(=O)NCCCCCCN(Cc4ccncc4)[C@@H]3C2)c1C	-10.2%	i	-4.2	19.3%	-4.8%	12.2%	5.8%
CC(C)NC(=O)C[C@@H]1O[C@H](CNS(C)(=O)=O)[C@@H](O)[C@H]1O	-19.1%[174 µM]	-17.6%[88.5 µM]	12.5	1.3%[87.6 µM]	-7.1%[172 µM]	-4.6%[172 µM]	4.4%[87.6 µM]
CCCc1noc(-c2cn(C3CCN(C(=O)c4cc(F)cc(F)c4)CC3)nn2)n1	-24.6%	i	26.1	12.2%	?	2.6%	?
O=S(=O)(c1ccc2nc(N3CCN(c4ccccc4)CC3)ccc2c1)N1CCCCC1	.	.	19.5	1.1%	.	.	-0.9%

Grouped by structure, those above containing an NH in an aromatic ring.
SMILES	NIH3T3 tox	GPT2 inh	IP6K1 inhibitor	SNCA expr inhib	HEK cytotox	FLuc inh	SNCA viab count
O=C(NC1CC1)c1ccccc1OCC1CCCN(Cc2cn[nH]c2-c2ccc(F)cc2)C1 (configuration not stated)	-9.2%	-9.0%	-3.4	-12.9%	?	12.0%	?
O=C(NC1CCN(c2cc(-c3ccccc3)[nH]n2)CC1)c1ccccc1Cl	?	-23.2%	19.9	17.1%	?	?	0.8%
O=C(NCc1cccnc1)c1nc(-c2ccccc2)cc2[nH]ccc12	?	-4.1%[88.5 µM]	-7.6	-11.7%[87.6 µM]	89.1µM*	-8.5%[172 µM]	-5.1%[87.6 µM]
O=C(C1CCCCC1)N1CC[C@H](c2nc3ccc(C(F)(F)F)cc3[nH]2)C1	?	-3.0%[88.5 µM]	11.1	9.8%[87.6 µM]	?	-5.3%[172 µM]	-1.8%[87.6 µM]
CCOC(=O)c1cccc(NC(=O)CSc2nc3cc4ccccc4cc3[nH]2)c1	.	.	-22.9	-9.7%	.	.	-12.8%
O=C(Cc1c[nH]c2ccccc12)N[C@@H]1[C@@H]2CCO[C@@H]2[C@@H]1C1CCCC1	-16.6%	i	-2.2	?	-21.4%	1.2%	-3.4%
N#Cc1ccc(CNC(=O)[C@@H]2Cc3nc[nH]c3CN2CC2CCCCC2)cc1	-24.1%[174 µM]	-8.2%[88.5 µM]	-3.7	-9.3%[87.6 µM]	?	-0.8%[172 µM]	-12.2%[87.6 µM]
